Screening results deposited in PubChem BioAssay by several laboratories.
Ins promoter up = MIN6 insulin promoter up-regulation | MIN6 insulin promoter-GFP reporter, high-content imaging; stronger effect = higher value | z-score at 5 µM | hit rate 0.3% among 190,000 | AID 1625;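 active = z-score above 3 at 5 µM with at least 500 cells counted in the well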
WT yeast gro inh = growth inhibition of WT yeast, mitochondrial fusion screen | mitochondrial fusion phenotypic screen, WT strain | inhibition, % at 10 µM | hit rate 2.1% among 190,000 | AID 1362; in the data active = inhibition above about 58%; tested in S. cerevisiae
XIAP displacement = small molecules displacing peptide from XIAP – biochemical, IAP family, fluorescence polarization (AID 1018); XIAP BIR domain, fluorescence polarization peptide displacement; higher % means a stronger effect; displacement, % at 20 µM; hits with a dose series show IC50 in µM; hit rate 0.007% among 200,000; in the data active = displacement above about 50%; also: a part of the inactive calls stands beside numbers as strong as those of hits
Autophagy mod = autophagy modulation, high-content screen; MEF GFP-LC3 puncta imaging; test concentration mostly 10 µM; hit rate 0.98% among 190,000; calls only at 10 µM (by protocol);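 active = percentage of spot-positive cells more than 3 SD above its plate mean, without a fluorescence outlier flag or 80% toxicity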;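 also: spot-positive cell cutoff set from DMSO-treated cells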
Hep lipid drop = hepatic lipid droplet formation modulation; hit rate 0.4% among 240,000; AID 1656; inhibition, % at 6.5 µM; AML12 mouse hepatocytes, oleate lipid droplets, BODIPY imaging;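 active = lipid droplet intensity inhibited by at least 50%, with more than 500 cells counted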
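Material: mouse AML12 hepatocyte cell line, fixed after treatment; Timing: compound with oleate, overnight; Technique: high-content imaging of BODIPY-stained droplets and DAPI nuclei; Probe or stimulus: oleate, 100 µM final; Dosing: compound at 6.5 µM only.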
MT stabilize HCS = microtubule stabilizers in HeLa cells; hit rate 0.83% among 200,000; % tubulin-high responders, % at 10 µM; AID 2205; HeLa tubulin immunostaining HCS, 24 h; share of cells brighter than vehicle mean+2SD;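 active = plate Z-score above 3 for both tubulin-high and condensed-nucleus cell shares, with cell loss under 80%, at 10 µM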;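 also: anti alpha tubulin signal scored within the nucleus-defined area of each cell; some results filed as inactive read as strong as hits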
CSM14.1 death rescue = rescue of cells from ER stress-induced death, primary screen, 384-well, CSM14.1, thapsigargin, ATP luminescence (AID 1222); one-dose cellular ATP content (survival), % at 20 µM; EC50 in µM for titrated hits; 190,000 tested, under 10 active; CSM14.1 thapsigargin-induced death rescue, ATP luminescence; higher % means a stronger effect;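 active = EC50 below 50 µM in the dose-response confirmation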;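 also: death triggered by thapsigargin at about 15 µM added after 2 h compound pretreatment; cell ATP read after overnight thapsigargin exposure of roughly 18 to 22 hours; normalized against plate controls of thapsigargin alone and 5% DMSO vehicle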
bCat nuc transl = modulators of beta-catenin nuclear translocation; AID 1665; HeLa beta-catenin nuclear translocation, immunofluorescence imaging; nuclear translocation activity, % at 5 µM; hit rate 0.3% among 190,000;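 active = nuclear translocation activity above 50% at 5 µM, with a well cell count of 50 or more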;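 also: per-cell ratio of nuclear to cytoplasmic median beta-catenin stain intensity; plate controls were DMSO negative control for no effect and GSK-3 inhibitor IX positive control for full effect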
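Test system: human HeLa cells, native beta-catenin. Compound dosing: 5 µM primary single dose, 0.1% DMSO, 0.02–20 µM confirmation series. Incubation: compound exposure 24 h at 37°C. Detection: beta-catenin immunostaining with DAPI counterstain, 20x imaging, 6 fields/well. Read-out basis: Nuclear/cytoplasmic beta-catenin signal ratio, % activation.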
Dynein cargo inh = blocks dynein driven cargo transport along microtubules | 3617.4 mouse cells, GR-EGFP nuclear translocation imaging; test concentration mostly 20 µM; stimulated with dexamethasone, 1 µM; stronger effect = lower value | z-score, hits read low | hit rate 0.47% among 220,000 | AID 1381;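 active = plate z-score of nuclear minus cytoplasmic receptor signal below a set negative limit, without overly bright fluorescence or cell loss, cut at about -3.5 in these data, passing the limit was not always enough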;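 also: z-score of nuclear minus cytoplasmic ring GR-EGFP intensity difference per well; some compounds called inactive have numbers as strong as hits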
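Buffer or medium: tet-free medium with charcoal-stripped serum / Also added: dexamethasone agonist, 1.0 µM final, for 30 min / Timing: induction 48 h, compound 1 h, agonist 30 min / Measured by: high-content fluorescence imaging after fixation / Read-out: nuclear-to-cytoplasmic GR-EGFP distribution per well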
WT yeast gro inh mutant strain = further read-out of WT yeast gro inh, marked with its call; inhibition, %; mitochondrial fusion phenotypic screen, mutant strain inhibition
Dynein cargo inh cytoplasmic EGFP = second read-out of Dynein cargo inh, no call of its own (marks repeat the call); z-score; measured here: cytoplasmic GR-EGFP intensity; stronger effect = higher value
Dynein cargo inh nuclear GR-EGFP = also measured in Dynein cargo inh; calls as there; z-score; measured here: nuclear GR-EGFP intensity;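 lower value marks the stronger effect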
Dynein cargo inh cell count = also measured in Dynein cargo inh; calls as there; z-score; measured here: cell count per field
Ins promoter up cell count = further read-out of Ins promoter up, marked with its call; cell count; measured here: cytotoxicity, nuclei count;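 total cells summed across four imaged fields per well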
Hep lipid drop cells 6.5 µM = second read-out of Hep lipid drop, no call of its own (marks repeat the call); cell count; measured here: cell count, cytotoxicity flag;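 cells counted across two imaged fields per well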
bCat nuc transl cell count 5 µM = also measured in bCat nuc transl; calls as there; cell count; measured here: cell count, cytotoxicity flag
MT stabilize HCS Hoechst-high % = second read-out of MT stabilize HCS, no call of its own (marks repeat the call); % Hoechst-high responders; measured here: nuclear condensation Hoechst responders;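 share of cells brighter than vehicle mean plus two SD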
MT stabilize HCS cytotoxicity % = further read-out of MT stabilize HCS, marked with its call; toxicity, %; measured here: cytotoxicity by cell density;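 0% = mean cell density of plate MIN control wells and 100% = no cells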
Autophagy mod cell loss 18 h = second read-out of Autophagy mod, no call of its own (marks repeat the call); toxicity, %; measured here: cell loss, nuclei count;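 cell loss after 18 h compound exposure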
The depositor's hits bear a star; i = inactive; nt = not tested or not shown; + = active, no number.

SMILES	Ins promoter up	Ins promoter up cell count	WT yeast gro inh	WT yeast gro inh mutant strain	XIAP displacement	Autophagy mod	Autophagy mod cell loss 18 h	Hep lipid drop	Hep lipid drop cells 6.5 µM	MT stabilize HCS	MT stabilize HCS Hoechst-high %	MT stabilize HCS cytotoxicity %	CSM14.1 death rescue	bCat nuc transl	bCat nuc transl cell count 5 µM	Dynein cargo inh	Dynein cargo inh cytoplasmic EGFP	Dynein cargo inh nuclear GR-EGFP	Dynein cargo inh cell count
CCCSc1cc(=O)n(-c2ccc(F)cc2)nc1C(=O)OCC	-0.44	1300	2	-10	-6.5%	i	0	5	682	1.4	1.9	6.8	1.0%	-1.4	1037	0.29	-0.3	0.15	-1.4
Cc1ccc(C(c2nnnn2Cc2cccs2)N2CCN(C(=O)c3ccco3)CC2)cc1 (stereo not drawn)	-0.11	1954	12	2	-5.7%	i	-1	6	731	6.2	4.7	11	-2.0%	-1.6	1081	2.7	-0.35	1.1	-0.67
Cc1ccc(C(C(=O)NC(C)(C)C)N(Cc2cccnc2)C(=O)C(=O)NC2CCCCC2)o1 (stereo not drawn)	0.1	1194	8	5	-5.7%	i	-3	2	667	1.1	2.0	1.5	0.2%	-1.6	1074	-0.2	-0.17	-0.24	-0.3
COc1ccc(NC(C)C(=O)N/N=C/c2ccccc2OCc2cccc(Br)c2)cc1 (stereo not drawn)	-0.32	1250	-2	-26	-2.0%	i	-15	0	622	4.0	4.1	6.0	8.3%	2.7	517	-0.41	-0.31	-0.48	0.23
Cc1cccc(C(=O)NC(=S)N2CCN(C)CC2)c1	nt	nt	13	1	-3.7%	i	-21	nt	nt	2.4	2.2	4.4	-1.1%	nt	nt	0.84	-0.13	0.55	-1.3
COc1cc2c(cc1OC)CN(CC(=O)Nc1ccc(S(=O)(=O)N(C)C)cc1)CC2	-0.68	1340	-18	15	-2.2%	i	3	6	684	2.9	3.5	8.5	0.4%	-0.9	1064	0.098	-0.23	0.33	0.36
CN(CCCN1CCCCC1)C(=O)CCc1nnc(C2CCCCC2)o1	-0.5	1442	-13	-9	-4.9%	i	-6	9	736	4.1	1.8	7.9	-1.1%	-3.2	1116	-0.69	-0.37	-0.39	1
Cc1cc(C)n(Cc2ccc(C(=O)NCc3ccco3)o2)n1	-0.41	1040	7	12	-9.5%	i	-8	-3	774	2.1	1.4	5.0	0.2%	nt	nt	-1.3	0.074	-0.34	0.75
O=C(NCc1ccncc1)Nc1ccccc1F	nt	nt	-20	-3	-4.9%	i	13	2	659	5.0	1.7	7.8	1.4%	2.7	1043	-0.33	-0.24	-0.39	0.53
Cc1nonc1OC(C)CNc1ccc([N+](=O)[O-])cc1 (stereo not drawn)	0.36	1317	-10	1	-4.9%	i	-26	nt	nt	4.3	4.6	10	-1.7%	11	970	-0.79	-0.16	0.26	0.13
O=C(CSc1ncc(S(=O)(=O)c2ccccc2)c(=O)[nH]1)Nc1ccccc1Cl	0.56	942	nt	nt	nt	nt	nt	-6	781	nt	nt	nt	nt	0.3	1336	-0.11	-0.22	0.47	0.96
Cc1c(Cl)cccc1N1C(=O)CC(N(O)c2ccccc2)C1=O (stereo not drawn)	0.42	1193	-5	0	-6.3%	i	6	13	792	2.6	2.4	7.4	-0.4%	-2.1	1239	0.048	0.47	0.048	0.15
O=C(NCCNC1CCN(Cc2ccccc2)CC1)c1cccs1	2.1	967	0	11	-1.9%	i	25	15	745	2.3	1.9	6.7	-1.5%	nt	nt	-0.33	-0.28	0.4	0.26
CC(C)=C1SC(N2CCN(c3ccc(C)c(Cl)c3)CC2)=NC1=O	-0.29	1191	nt	nt	nt	nt	nt	0	766	nt	nt	nt	nt	0.8	1371	-0.41	-0.22	-0.17	-0.63
CN1CCN(C(=O)N2CCNC2=O)CC1	-0.21	1140	-5	-1	-4.0%	i	1	10	816	5.1	3.3	0.9	-3.1%	-3.7	1170	-0.7	-0.099	-0.16	0.93
CCN(CC)S(=O)(=O)c1cccc(-c2cn3cc(C)ccc3n2)c1	0.52	945	25	6	-5.6%	i	32	-1	779	1.7	1.0	0.2	-1.1%	-5.6	1190	0.52	-0.12	0.44	-1.1
Cc1cccc(NC(=O)Cn2nc([N+](=O)[O-])c(Br)c2C)n1	-0.06	1185	6	-5	-0.3%	i	-3	-9	679	5.8	2.3	5.1	7.9%	0.7	1086	-0.56	-0.32	0.37	0.26
COc1ccc(S(=O)(=O)CCC(=O)NCCc2cccc(C)c2)cc1	-0.91	870	-15	-10	-3.6%	i	-4	-4	769	2.7	1.4	2.5	-0.1%	nt	nt	0.074	-0.46	-0.21	0.36
O=C(Nc1ccc(S(=O)(=O)Nc2nccs2)cc1)C1=NN(c2ccccc2)C(=O)CC1	0.32	1316	nt	nt	nt	nt	nt	4	772	nt	nt	nt	nt	-0.8	964	1.1	-0.22	0.75	-0.59
CCN(CC(=O)NCc1ccc(F)cc1)CC(=O)Nc1ccc(S(=O)(=O)N2CCCC2)cc1	-0.48	1321	-8	-12	-7.5%	i	-4	-19	686	6.6	1.1	5.3	2.9%	-0.9	1093	-0.52	-0.35	-0.25	0.44
O=C(CSc1n[nH]c(-c2ccccc2)n1)c1ccc(O)c(O)c1	-0.02	1325	-1	-4	0.8%	i	-3	nt	nt	2.7	2.9	3.6	0.4%	-3.5	1012	4	0.34	3.7	-3.3
Nc1[nH][nH]c(=O)c1N=Nc1ccc2c(c1)OCO2	0.1	1446	27	20	-3.1%	i	5	18	670	3.0	3.4	15	-4.4%	-0.4	890	1.5	-0.17	0.76	-0.73
O=C(Cc1ccccc1)NN1C(=O)/C(=C/c2ccccc2C(=O)O)SC1=S	nt	nt	6	9	-1.6%	i	-31	17	703	1.7	1.5	2.3	-2.3%	1.4	1091	-0.24	-0.27	-0.22	0.62
NC(=O)C1CCN(S(=O)(=O)c2cccc(S(=O)(=O)N3CCCCC3)c2)CC1	0.47	721	7	-4	-18%	i	4	-10	711	3.9	1.5	7.0	-3.3%	-0.8	1150	-0.91	-0.32	-0.59	-0.0023
O=C(CSc1ncn[nH]1)c1ccco1	nt	nt	-3	-5	-5.2%	i	-3	-15	731	3.5	1.9	8.6	-2.9%	-2.5	569	0.14	-0.18	-0.049	-0.31
Continued:
SMILES	Ins promoter up	Ins promoter up cell count	WT yeast gro inh	WT yeast gro inh mutant strain	XIAP displacement	Autophagy mod	Autophagy mod cell loss 18 h	Hep lipid drop	Hep lipid drop cells 6.5 µM	MT stabilize HCS	MT stabilize HCS Hoechst-high %	MT stabilize HCS cytotoxicity %	CSM14.1 death rescue	bCat nuc transl	bCat nuc transl cell count 5 µM	Dynein cargo inh	Dynein cargo inh cytoplasmic EGFP	Dynein cargo inh nuclear GR-EGFP	Dynein cargo inh cell count
Cc1cccc(N2C(=O)C(Cc3ccccc3)NC2=S)c1 (stereo not drawn)	0.26	1419	-3	3	-6.0%	i	3	0	740	6.4	1.4	5.0	1.9%	-0.3	1073	-0.49	-0.18	-0.34	-0.09
CC(=O)Nn1c(-c2ccccc2)cc2ccccc21	1.2	1115	3	5	-1.9%	i	-22	nt	nt	1.5	2.7	11	0.3%	-3.9	875	-0.29	-0.18	-0.13	0.48
COCCN(C(=O)C1CCCC1)c1c(N)n(Cc2ccccc2)c(=O)[nH]c1=O	1.3	1604	-6	-1	-15%	i	-4	0	710	2.2	2.5	3.4	-1.0%	0.2	904	-0.84	-0.37	-0.45	1.5
C/C(=N\NC(=O)C12CCC(C)(C(=O)O1)C2(C)C)c1ccccc1O (stereo not drawn)	-0.31	1102	nt	nt	nt	nt	nt	14	716	nt	nt	nt	nt	-0.6	1294	-0.65	-0.28	-0.29	0.42
CC(=O)Nc1ccc(Oc2nc(-c3ccccn3)nc3ccccc23)cc1	-0.46	1371	nt	nt	nt	nt	nt	8	745	nt	nt	nt	nt	-1.2	1256	-0.19	-0.24	-0.3	0.33
COc1ccc2nc3sc(C(=O)NCc4cccs4)c(N)c3cc2c1	0.24	997	-23	-26	-3.1%	+	51*	nt	nt	5.0	3.7	13	-2.6%	-5.6	1383	-0.098	-0.24	0.15	0.58
O=C(NN1C(=O)c2ccccc2C1=O)c1ccncc1	0.02	1038	-18	0	-4.6%	i	-4	-6	657	5.0	3.6	5.0	-0.4%	3.5	945	1.2	-0.3	0.79	-1.9
O=c1[nH]c2cc3c(cc2cc1CN(CC1CCCO1)S(=O)(=O)c1ccccc1)OCCO3 (stereo not drawn)	-0.55	1348	12	12	-3.1%	i	30	-8	796	3.5	3.5	9.0	0.0%	-1.5	1171	-0.56	-0.17	0.27	0.057

Two compounds from above, reduced to Autophagy mod and Hep lipid drop cells 6.5 µM:
SMILES,Autophagy mod,Hep lipid drop cells 6.5 µM
CN(CCCN1CCCCC1)C(=O)CCc1nnc(C2CCCCC2)o1,i,736
Cc1cc(C)n(Cc2ccc(C(=O)NCc3ccco3)o2)n1,i,774
